Assay outcomes from PubChem BioAssay.
GC-B act – human GC-B receptor activators, primary screen, HEK293 GC-B cells, cGMP TR-FRET, EC30 CNP; Atrial natriuretic peptide receptor 2 (Homo sapiens), P20594; 0% at EC30 CNP, 100% saturating CNP; activation, % at 10 µM; 370,000 tested, 0.11% active;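 active = activation at 10 µM reaching about 35% in either raw or pattern-adjusted values, limit read from the data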
hgDAF12 agonist – H. glycines DAF-12 receptor agonists, primary screen, cell-based, luminescence, HEK293, GAL4 fusion, UAS-luciferase; Nuclear hormone receptor DAF-12 (Heterodera glycines), GAL4 fusion; HEK293 GAL4-hgDAF12 UAS-luciferase reporter, agonist luminescence; normalized to butyrate control; activation, % at 6.8 µM; 370,000 tested, 1.8% active; AID 687014, 2013;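 active = activation above a cutoff set at the mean of all screened compounds plus 3 SD, cut at about 10% in these data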;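 also: 0% = DMSO wells and 100% = sodium butyrate wells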
HGIII-sPLA2 inh – human group III sPLA2 inhibitors, primary screen, biochemical, QFRET, BODIPY PC-A2 liposome substrate | 370,000 tested, 0.56% active | inhibition, % at 12.2 µM | QFRET BODIPY PC-A2 liposome hydrolysis, fluorescence | AID 743126, 2013;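 active = inhibition above mean plus 3 SD of compounds lying within the high and low control bounds, cut at about 19% in these data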;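 also: 0% = median of test compound wells and 100% = no enzyme DMSO wells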
Target sequence (Q9NZ20 whole entry, looked up): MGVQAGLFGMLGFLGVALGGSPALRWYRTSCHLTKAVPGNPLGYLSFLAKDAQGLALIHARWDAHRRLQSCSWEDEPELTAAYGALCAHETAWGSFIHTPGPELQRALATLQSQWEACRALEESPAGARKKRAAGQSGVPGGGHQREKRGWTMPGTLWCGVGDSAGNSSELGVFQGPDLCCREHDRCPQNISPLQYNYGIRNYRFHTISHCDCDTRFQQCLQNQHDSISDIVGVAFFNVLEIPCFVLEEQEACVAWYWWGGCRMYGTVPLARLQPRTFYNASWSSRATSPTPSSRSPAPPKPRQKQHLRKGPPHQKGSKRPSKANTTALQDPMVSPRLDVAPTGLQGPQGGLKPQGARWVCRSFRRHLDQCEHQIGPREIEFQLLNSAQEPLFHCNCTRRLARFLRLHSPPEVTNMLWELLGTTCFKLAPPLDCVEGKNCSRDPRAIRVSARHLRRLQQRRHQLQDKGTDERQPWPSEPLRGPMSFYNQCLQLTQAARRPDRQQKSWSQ
hcDAF12 agonist – H. contortus DAF-12 nuclear receptor activators, primary screen, cell-based, luminescence, HEK293, lit1-tk-luc reporter | HEK293 hcDAF-12 lit1-tk-luc reporter; 0% DMSO, 100% Δ7-dafachronic acid | activation, % at 6.8 µM | 370,000 tested, 1.4% active | AID 652067, 2013;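 active = activation above the mean of all tested compounds plus 3 SD, cut at about 5.5% in these data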;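 also: 100% = response to 3 µM Δ7-dafachronic acid high control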
DAX1 inh-1 – DAX1 (NR0B1) inhibitors, primary screen, cell-based, HEK293, Gal4-DAX1, luciferase luminescence; HEK293 Gal4-DAX1 luciferase reporter; 340,000 tested, 0.99% active; Nuclear receptor subfamily 0 group B member 1 (Homo sapiens), P51843; inhibition, % at 6.75 µM; AID 504766, 2011;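 active = inhibition above the mean over all tested compounds plus 3 SD, cut at about 4.2% in these data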;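 also: 0% = DAX1-transfected cells with DMSO and 100% = empty-vector control cells with DMSO; inhibition shows as a rise in luminescence from relieved DAX1 repression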
Target sequence (P51843 207-470 limits assumed): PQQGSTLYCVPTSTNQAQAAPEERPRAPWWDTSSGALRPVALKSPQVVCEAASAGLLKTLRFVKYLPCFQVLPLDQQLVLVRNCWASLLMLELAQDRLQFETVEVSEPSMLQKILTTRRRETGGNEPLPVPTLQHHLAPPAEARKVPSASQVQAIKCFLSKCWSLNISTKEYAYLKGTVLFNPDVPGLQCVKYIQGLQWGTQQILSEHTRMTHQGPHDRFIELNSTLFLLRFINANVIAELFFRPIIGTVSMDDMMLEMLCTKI
proKLK7 act – proKLK7 zymogen activators, primary screen, biochemical, fluorescence intensity; 370,000 tested, 0.9% active; activation, % at 7 µM; purified proKLK7, EDANS-DABCYL substrate fluorescence; 100% is mature enzyme control, 0% vehicle; Kallikrein-7 (Homo sapiens), P49862;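 active = activation above the mean of all tested compounds plus 3 SD, computed per campaign excluding outliers beyond control limits, cut at about 13% in these data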
Target sequence (P49862 whole entry, looked up): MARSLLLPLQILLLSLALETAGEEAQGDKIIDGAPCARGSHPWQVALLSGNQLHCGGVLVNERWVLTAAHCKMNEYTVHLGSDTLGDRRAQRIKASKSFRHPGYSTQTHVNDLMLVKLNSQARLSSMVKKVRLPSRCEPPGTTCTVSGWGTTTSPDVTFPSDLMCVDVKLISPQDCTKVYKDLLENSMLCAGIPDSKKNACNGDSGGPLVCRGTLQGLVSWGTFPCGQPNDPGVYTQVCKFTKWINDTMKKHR
SMARCA2 act – SMARCA2 (BRM) function activators, primary screen, cell-based, luminescence, high throughput. activation, % at 9.1 µM. 370,000 tested, 1% active. AID 652017, 2013. MG213 cells, MMTV-luciferase reporter, dexamethasone, overnight; in the data active = activation above about 7.8%;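 also: 0% = vehicle wells and 100% = reference activator wells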
GAA850 FXN act – FXN promoter activators, primary screen, cell-based, luciferase luminescence, HEK293 lucGAA850. HEK293 lucGAA850 FXN promoter luciferase reporter, 24 h; percent of 10 µM SAHA response. activation, % at 6 µM. 360,000 tested, 0.56% active;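 active = activation above the average of all compounds screened plus 3 SD, cutoff fixed separately per campaign, cut at about 7.5% in these data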;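 also: 0% = DMSO wells and 100% = 10 µM SAHA wells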
DAX1 inh-2 – DAX1 (NR0B1) inhibitors on StAR promoter, primary screen, cell-based, luminescence, SF-1 (NR5A1), full-length DAX-1. HEK293T StAR-luciferase reporter, SF-1/DAX-1 repression relief. inhibition, % at 6.8 µM. 370,000 tested, 1.1% active. AID 652010, 2013;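 active = inhibition above the mean over all tested compounds plus 3 SD, cut at about 3.6% in these data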;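 also: 0% = DAX-1 cells with DMSO and 100% = cells lacking DAX-1 with DMSO; higher inhibition means more luminescence from relief of DAX-1 repression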
GC-A act – GC-A stimulated cGMP production enhancers – HEK293 GC-A cells, cGMP TR-FRET, EC30 ANP, primary screen. AID 1671463, 2021. activation, % at 10 µM. 0% at EC30 ANP, 100% saturating ANP. 370,000 tested, 0.14% active. Atrial natriuretic peptide receptor 1 (Homo sapiens), P16066; in the data active = activation above about 40%
ssDAF12 agonist – S. stercoralis DAF-12 nuclear receptor activators, primary screen, cell-based, luminescence, HEK293, GRIP1 co-expression, lit1-tk-luc | 370,000 tested, 1% active | activation, % at 6.8 µM | HEK293 ssDAF-12/GRIP1 lit1-tk-luc reporter; % of 3 µM dafachronic acid response | Nuclear hormone receptor DAF-12 (Strongyloides stercoralis);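 active = activation above the mean over all tested compounds plus 3 SD, cut at about 0.9% in these data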;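 also: 0% = DMSO-only wells and 100% = 3 µM delta7-dafachronic acid wells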
Numbers without * were called inactive; / = no result given. Compounds were not picked by outcome; any-hit rate near 6.7%.

molecule | hcDAF12 agonist | SMARCA2 act | DAX1 inh-2 | GAA850 FXN act | proKLK7 act | DAX1 inh-1 | ssDAF12 agonist | hgDAF12 agonist | HGIII-sPLA2 inh | GC-A act | GC-B act
CCOc1ccc(C2/C(=C(\O)c3cccc(OC)c3)C(=O)C(=O)N2c2cc(C)on2)cc1OC (stereo unspecified) | -0.8 | -3.1 | 0.6 | 0.7 | -0.2 | 0.5 | -1.2 | 0.1 | 2.4 | -1.6 | 5.0
CCOC(=O)c1c(NC(=O)CN2C(=O)NC(C)(c3ccc(OC(F)F)cc3)C2=O)sc(C)c1C (stereo unspecified) | -0.9 | -0.1 | -1.1 | 2.8 | -0.2 | -1.2 | -1.1 | -2.8 | -33.3 | 2.9 | 0.5
O=C(Nc1ccc(Oc2cccnc2)cc1)C1CCN(Cc2cccc(Cl)c2)CC1 | -2.8 | -3.8 | -5.6 | -0.5 | 0.1 | -0.4 | -1.0 | -3.1 | -14.5 | -3.6 | -6.5
O=C(Cc1c(F)cccc1Cl)N1CCN(S(=O)(=O)c2cccc(F)c2)CC1 | -1.8 | -0.6 | 0.0 | 0.3 | 0.0 | -1.3 | -1.3 | 0.7 | 2.8 | 2.4 | -2.9
COc1ccccc1CNC(=O)c1ccc(CS(=O)(=O)c2ccccc2OC)o1 | 1.4 | 7.6 | -0.9 | -1.7 | 0.2 | -0.7 | -1.6 | 0.4 | -3.9 | -3.2 | 3.2
N#CC1=C(N)Oc2n[nH]c(-c3ccc(F)cc3)c2C1c1cccc(OC(=O)N2CCOCC2)c1 (stereo unspecified) | 1.6 | 0.4 | -0.2 | 2.7 | -0.4 | 0.1 | -0.9 | 2.5 | -21.6 | -41.6 | -20.1
CC1(C)Oc2cc3oc(-c4cc(O)cc(O)c4)cc3cc2CC1O (stereo unspecified) | 0.1 | -2.5 | 1.1 | -5.2 | -3.1 | -7.9 | -1.6 | -3.7 | -29.9 | -5.8 | -16.1
OC(c1ccccc1)(c1ccccc1)C1CCN(CCCOc2ccc(-c3ccncc3)cc2)CC1 | -3.9 | 5.5 | -0.3 | / | 0.4 | / | -0.7 | 0.2 | -24.3 | -12.4 | -13.2
Cc1c(NC(=O)CSc2nc3c(cnn3-c3ccccc3)c(=O)[nH]2)c(=O)n(-c2ccccc2)n1C | -0.6 | -2.7 | -0.1 | 0.2 | 0.1 | -0.3 | -1.5 | 0.2 | -4.8 | 1.8 | -0.7
Cc1c(C(=O)O)oc2ccc(S(=O)(=O)NCc3ccc(F)cc3)cc12 | 0.4 | -0.6 | -0.3 | 3.1 | 0.4 | -0.5 | -1.3 | 2.0 | -42.5 | -0.5 | 0.2
Cc1ccc(CNC(=O)CO/N=C/c2ccc(C(C)(C)C)cc2)cc1 | -1.8 | -5.2 | 0.3 | 0.2 | 0.0 | 0.1 | -0.1 | 0.7 | 6.8 | -1.6 | -3.5
Cc1ncc(N=Nc2ccccc2Cl)c(-c2ccccc2)n1 | -1.1 | 1.1 | -1.1 | 3.8 | -0.6 | -0.4 | -0.8 | -0.3 | 12.7 | -4.0 | -4.4
O=C(COc1cc(F)ccc1[N+](=O)[O-])Nc1ccc(N2CCOCC2)cc1 | 0.7 | 1.1 | -1.8 | -0.6 | -0.3 | -0.9 | -1.9 | -1.0 | 1.3 | 3.8 | -0.5
CCn1c(SCC(=O)N2CCN(C)CC2)nc2c1c(=O)n(C)c(=O)n2C | -3.3 | 1.4 | 0.2 | 1.0 | -0.6 | -0.4 | -1.2 | -0.5 | -2.1 | 2.5 | -0.9
COc1cccc(C(O)Cc2nc3ccccc3n2C)c1OC (stereo unspecified) | -0.4 | -3.1 | 0.8 | 2.2 | -0.3 | 2.7 | -1.6 | 3.9 | 1.0 | -2.0 | -5.8
CCC(C(=O)Nc1cc(Cl)c(OC)cc1OC)c1ccccc1 (stereo unspecified) | 0.7 | -4.2 | 0.1 | 1.4 | -0.5 | -1.3 | -2.3 | 0.5 | 0.0 | -9.5 | -3.7
CCOC(=O)C(C)n1cnc2c(oc3ccccc32)c1=O (stereo unspecified) | 1.7 | -2.0 | 0.5 | -3.0 | -0.7 | -0.3 | -0.6 | 4.1 | 1.9 | 0.9 | 5.4
O=C(NCC(c1cccs1)N1CCOCC1)C1CCN(S(=O)(=O)c2c(Cl)cccc2Cl)CC1 (stereo unspecified) | -0.3 | 0.3 | 0.2 | 0.6 | 0.1 | 0.2 | -0.5 | -1.3 | 1.4 | -1.0 | -0.9
CC(C)(CN1CCCC1)NC(=O)C1CCC(=O)N(CCCN2CCOCC2)C1 (stereo unspecified) | -1.8 | 3.7 | 0.4 | -0.5 | -0.5 | -0.2 | -1.0 | -1.6 | 2.2 | -1.2 | -2.8
COc1ccc(NC(=O)C2CCCN2S(=O)(=O)c2ccc(C)cc2)cc1 (stereo unspecified) | -1.7 | 0.5 | 0.2 | 2.4 | 0.3 | 0.5 | -1.8 | 1.0 | -3.5 | -0.1 | 3.8
Cc1ccc(C(=O)NCC(=O)OCC(=O)c2cc(C)n(Cc3ccco3)c2C)cc1 | 3.5 | 2.4 | -0.4 | 2.1 | -0.3 | -1.1 | -1.2 | 0.7 | -14.1 | -2.2 | 2.3
Cc1ccc(N(C(C)C(=O)N2CCOCC2)S(C)(=O)=O)cc1C (stereo unspecified) | 1.7 | -0.4 | -0.1 | 1.4 | -0.1 | 1.6 | -1.1 | -1.9 | -1.5 | -2.5 | 2.0
Cn1cc(C(=O)C(=O)N2CCCCC2)c2ccccc21 | -0.3 | 0.3 | 0.5 | 0.5 | -0.6 | 0.2 | -0.6 | -3.0 | -0.4 | 1.3 | -0.1
Cc1noc(C)c1COC(=O)COc1ccc2c(C)cc(=O)oc2c1 | -0.8 | 6.7 | -0.1 | -0.2 | 4.5 | 1.1 | -0.8 | -2.5 | 1.5 | -9.0 | 3.2
CCCOC(=O)CCc1n[nH]c(=O)[nH]c1=O | 0.2 | -0.9 | -0.1 | 0.3 | -0.1 | -0.3 | -0.5 | -2.1 | 7.5 | -1.2 | 3.2
COc1ccc2c(c1)CCCC21SC(NC(C)=O)=NN1C(C)=O (stereo unspecified) | -0.5 | 1.6 | -0.3 | -2.1 | -0.1 | -0.3 | -0.7 | -2.9 | 5.4 | 0.3 | -6.1
CCOC(=O)N1CCC(N2C(=O)c3ccccc3C2Nc2ccc(Cl)cn2)CC1 (stereo unspecified) | -1.6 | 0.1 | 0.8 | -2.9 | 1.1 | -0.8 | -0.3 | -0.8 | 0.3 | -5.5 | -6.5
O=C(COC(=O)C1(c2ccccc2F)CCCC1)N1CCN(C(=O)c2ccco2)CC1 | -1.2 | -0.4 | 1.3 | 1.8 | 0.0 | -1.0 | -1.5 | -2.7 | -0.5 | 1.9 | 3.7
Cc1ccc(NC(=O)COC(=O)CN2CCCCCC2=O)cc1C | -0.4 | -2.2 | -0.9 | -0.6 | -0.9 | -0.1 | -1.3 | 6.2 | 2.0 | 3.5 | -0.6
CC1(c2nnnn2-c2ccc(F)cc2)CCCC(=O)N1CCc1c[nH]c2ccccc12 (stereo unspecified) | -0.3 | -1.9 | 0.5 | / | 0.0 | / | 0.3 | -2.3 | -28.2 | -3.8 | 1.4
Cc1cc(C)n(C(=O)c2ccc([N+](=O)[O-])cc2[N+](=O)[O-])n1 | -1.9 | -0.9 | -1.0 | 0.4 | -0.6 | 0.5 | -0.8 | -4.4 | 2.7 | -3.2 | 0.4
COC(=O)c1ccccc1NC(=O)c1nc2nc(C)cc(C(F)F)n2n1 | -0.6 | 0.8 | 0.0 | -0.1 | -1.1 | -0.8 | -1.0 | 3.3 | -5.0 | -8.2 | -11.3
OC(c1ccc2ccccc2c1)c1ncc(-c2ccc(C(F)(F)F)cc2)[nH]1 (stereo unspecified) | 0.5 | -3.5 | 0.4 | -0.6 | 0.1 | / | -0.5 | 4.8 | -7.7 | -2.7 | -3.5
Cc1ccccc1NS(=O)(=O)c1ccc(OCC(=O)NCc2cccnc2)cc1 | -0.7 | -0.2 | -0.5 | 1.3 | 0.4 | -0.2 | -0.8 | -3.9 | 8.1 | 0.0 | 5.3
CCOC(=O)C1=C(C)N(c2ccccc2)C(=O)NC1c1cccc([N+](=O)[O-])c1 (stereo unspecified) | -3.2 | 0.8 | -0.6 | -4.8 | 0.2 | -0.7 | -0.9 | -0.5 | 1.2 | -10.7 | -0.9
COc1ccc(NC(=O)c2c(N)no[n+]2[O-])cc1 | -2.0 | 6.8 | 1.9 | 0.0 | 0.1 | 0.0 | -1.5 | 1.6 | 1.1 | -3.5 | -10.7
CCN(CC)c1ccc(S(=O)(=O)N2CCCCC2)cc1NC(=O)C1=COCCO1 | -2.1 | -2.4 | -0.2 | 2.2 | 0.0 | -0.7 | -0.9 | 1.2 | -13.2 | 1.6 | 5.9
COc1ccc(C(=O)Nc2ccnn2C2CCN(C(=O)c3cccnc3)CC2)cc1 | -0.8 | 0.1 | 1.1 | 1.0 | 0.2 | 0.7 | -1.0 | 5.1 | -3.0 | -2.3 | 1.6
CC(=O)Nc1ccc(CC(=O)Nc2ccc3c(c2)OC2(CCCC2)O3)cc1 | 1.3 | 4.8 | 2.3 | 2.8 | -0.5 | 1.3 | -0.6 | 10.2 | -10.2 | 1.9 | -3.3
Cn1nnnc1SCC(=O)Nc1ncc(Cl)cc1Cl | -0.2 | -2.3 | 0.5 | -0.4 | 0.1 | -0.3 | 0.2 | 1.9 | 5.0 | -3.0 | -3.9
O=C(CSc1cccc2cccnc12)OCC(=O)c1ccc(Br)cc1 | 1.9 | 0.6 | -0.4 | -0.2 | 6.2 | 1.5 | -0.6 | -2.0 | -0.9 | 2.6 | -4.8
O=C(Cn1cnc2ccccc2c1=O)NNC(=O)c1ccccc1F | -0.4 | -3.0 | -0.2 | 2.8 | 0.3 | 0.6 | -0.3 | -1.4 | 5.7 | -1.7 | -2.3
Cn1c(OCc2ccc3c(c2)OCO3)nc2c1c(=O)n(Cc1cccc(Cl)c1)c(=O)n2C | -1.1 | 0.9 | 0.5 | 0.5 | -0.2 | -0.1 | -1.2 | -1.7 | 5.4 | -7.2 | -5.7
